# Assay outcomes deposited in PubChem by National Center for Advancing Translational Sciences (NCATS).
# D2 antag = antagonists of human D2 dopamine receptor | 340,000 compounds, 2% hits | inhibition, % at 10 µM | HEK293 TREx D2 cells, calcium flux, dopamine EC80; in the data active = inhibition above about 30%; also: 0% is about no effect
#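 Tetracycline-induced HEK293 TREx cells expressing D2 receptor forced-coupled to calcium signalling, loaded with no-wash calcium dye. Compounds added and calcium flux read 180 s, then dopamine added at EC80 and read a further 180 s.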
# D1 antag = human D1 dopamine receptor antagonism. P21728. HEK293 TREx D1 cells, calcium flux, dopamine EC80; stronger effect = lower value. activity change, negative = inhibition, % at 10 µM. 360,000 compounds, 3.2% hits; in the data active = activity change below about -30%; also: % is scaled to controls: 0 for no effect and ±100 for the full control effect
#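 Inducible Hek293 Trex D1 cells (tetracycline, overnight, 30 C). Calcium dye 30–90 min RT. Antagonist mode: EC80 dopamine added after 180 s compound read.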
# TRHR enhancer = allosterically enhances the human TRH receptor; 360,000 compounds, 0.66% hits; TRHR cells, fluo-8 calcium fluorescence, EC20 TRH enhancement; AID 493056; enhancement, % at 2 µM; P34981; in the data active = enhancement above about 30%; also: 0% is about no effect
#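 Enhancer read-out: after compound pinning and an initial kinetic agonist-mode read, an EC20 of TRH (10 nM final) was injected and fluo-8 calcium signal (Ex 480/Em 530) followed at 1 s/cycle for 100 cycles in TRHR-expressing cells.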
# RXFP1 ag = activates the human relaxin receptor RXFP1; Q9HBX9; HEK293T-RXFP1 cAMP TR-FRET, 30 min; response scale: percent of porcine relaxin response, buffer zero; Potency, µM (top dose mostly 57.5 µM), for the others: top-dose activation, usual class: activators; 370,000 compounds, 0.3% hits; AID 2676; active = well fitted activation curve with a large enough effect; inconclusive = small, poorly fitted or top-dose-only effect; also: potency is read from the fitted curve at half-maximal effect; % is scaled to controls: 0 for no effect and ±100 for the full control effect; nearly all actives have a fitted effect of over 60% in size; many of its hits are not listed in these tables
# Target sequence (Q9HBX9 whole entry, looked up): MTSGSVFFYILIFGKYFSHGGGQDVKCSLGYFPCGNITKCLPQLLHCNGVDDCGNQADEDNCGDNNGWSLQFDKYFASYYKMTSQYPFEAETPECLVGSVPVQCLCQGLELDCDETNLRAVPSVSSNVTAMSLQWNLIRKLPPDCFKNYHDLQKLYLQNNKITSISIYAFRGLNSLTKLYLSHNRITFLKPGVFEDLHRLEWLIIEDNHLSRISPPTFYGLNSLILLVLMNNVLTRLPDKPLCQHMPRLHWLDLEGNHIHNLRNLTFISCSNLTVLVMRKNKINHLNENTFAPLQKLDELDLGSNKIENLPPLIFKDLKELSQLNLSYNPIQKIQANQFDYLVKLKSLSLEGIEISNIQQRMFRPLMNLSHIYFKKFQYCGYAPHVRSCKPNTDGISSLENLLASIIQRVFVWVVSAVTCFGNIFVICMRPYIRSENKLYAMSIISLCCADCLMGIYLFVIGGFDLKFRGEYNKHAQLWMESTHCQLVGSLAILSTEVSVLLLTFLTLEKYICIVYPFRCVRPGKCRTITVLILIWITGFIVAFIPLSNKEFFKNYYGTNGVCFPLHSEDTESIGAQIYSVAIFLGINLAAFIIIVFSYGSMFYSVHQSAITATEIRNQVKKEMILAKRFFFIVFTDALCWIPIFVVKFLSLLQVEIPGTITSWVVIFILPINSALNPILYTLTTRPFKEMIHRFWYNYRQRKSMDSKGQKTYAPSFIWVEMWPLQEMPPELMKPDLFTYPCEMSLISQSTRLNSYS
#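 Agonist response is measured as cAMP accumulation in an RXFP1-transfected HEK293T line under PDE4 inhibition. Values are scaled between buffer-only and 29 nM porcine relaxin, and EC50s come from standard Hill equation fits.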
# D2 PAM = positively modulates the human D2 dopamine receptor allosterically; potentiation, % at 10 µM; P14416; HEK293 T-REx D2, calcium flux, EC20 dopamine potentiation; 340,000 compounds, 0.34% hits;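 active = potentiation over 3 SD above the plate norm, cut at about 30% in these data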; also: 0% is about no effect
#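 Tetracycline-induced Hek293 Trex D2 cells, force-coupled to calcium, loaded with no-wash calcium dye. Compound added with 180 s kinetic read for agonism, then EC20 dopamine and a further 180 s read for potentiation.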
# D1 PAM = potentiators of human D1 dopamine receptor; 360,000 compounds, 0.036% hits; HEK293 TREx D1 cells, calcium flux, dopamine EC20 potentiation; P21728; potentiation, % at 10 µM; in the data active = potentiation above about 30%; also: 0% is about no effect
# D1 agonist = activates the human D1 dopamine receptor; P21728; HEK293 T-REx D1 cells, calcium flux, agonist mode; activation, % at 2 µM; 360,000 compounds, 1% hits; AID 504660; in the data active = activation above about 30%; also: 0% is about no effect
#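 Inducible HEK293 T-REx D1 cells, force-coupled to calcium signalling, were plated at 4000 cells/well with tetracycline and held overnight at 30 C. After no-wash calcium dye loading, compound-evoked calcium rise over 180 s flagged agonists.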
# RXFP1 antagonist = antagonists of human relaxin receptor RXFP1 | Q9HBX9 | HEK293-RXFP1, relaxin-stimulated cAMP HTRF, 30 min; stronger effect = lower value | activity change, negative = inhibition, % at 57.5 µM | 350,000 compounds, 0.59% hits;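 active = activity change of -60% or lower, but not beyond a set lower limit; inconclusive = change between -60% and -40%, or beyond the set limit; inactive = change above -40%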; also: % is scaled to controls: 0 for no effect and ±100 for the full control effect
# D2 ag = agonists of human D2 dopamine receptor. HEK293 T-REx D2 cells, calcium flux agonist mode. activation, % at 2 µM. P14416. 340,000 compounds, 0.53% hits;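 active = activation over 3 SD above normal in the single-dose calcium agonist read, cut at about 30% in these data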; also: 0% is about no effect
#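 Tetracycline-induced HEK293 T-REx cells with force-coupled D2 receptor, plated overnight at 30 C, loaded with no-wash calcium dye. After a 10 s baseline, compound was pin-added and calcium flux read kinetically for 180 s; calcium rises flagged agonists.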
# Numbers without * were called inactive; ? = inconclusive; . = no result given; & = joins results of further samples; ! = not active in a repeat.
mol,D2 antag,D1 antag,TRHR enhancer,RXFP1 ag,D2 PAM,D1 PAM,D1 agonist,RXFP1 antagonist,D2 ag
O=C(Oc1ccc(/C=N/NC(=O)c2ccccn2)cc1)c1cccc(Br)c1,9,-15,-24,-0.2%,4,-21,1,-2,2.6
CCC(Sc1nc2c(sc3ccccc32)c(=O)n1CCc1ccccc1)C(=O)N(CC)CC (configuration not stated),.,-9,1,1.8%,-11,0,4,.,-1.4
CC(C)CC1(C(=O)NCc2cc(F)cc(C(F)(F)F)c2)C=CCN1C(=O)c1ccccc1 (configuration not stated),-5,-30*,-19,0.1%,3,0,-1,.,-0.7
O=C(c1ccc(COc2ccccc2Cl)o1)N1CCOCC1,3,-14,0,-3.8%,0,-3,4,1,-1.3
O=C(NCCOC(=O)c1ccc(S(=O)(=O)N2CCOCC2)cc1)c1cccnc1,12,9,-8,23%,4,0,4,9,0.4
COc1cc(C=O)ccc1OCCSc1ccc(Cl)cc1,-18,4,-2,-0.6%,-3,-4,4,39,0.7
CCCC(=O)Nc1ccc(C(=O)NN=C(C2CC2)C2CC2)cc1,8,-4,-11,0.6%,0,-3,4,12,1.3
COc1ccccc1C(=O)Nc1ccc2c(c1)OCO2,-7,-13,-1,0.1%,-1,2,1,-5,-0.2
CC(C(=O)NCC1CCCO1)n1cccc1C(=O)c1ccccc1 (configuration not stated),-6,-31*,9,-0.1%,2,-2,1,6,0.3
C/C(CC(=O)NCCN1CCOCC1)=N\NC(=O)c1ccncc1,-1,-15,-3,0.8%,-6,2,1,-11,0.8
Cc1nc2ccc(NC(=O)c3ccccc3)cc2s1,11,9,0,14%,10,2,0,-1,-0.8
C=CCN(C(=O)Cn1ncc2c1-c1cc(C)ccc1OC2)c1ccccc1,5,66,11,-0.2%,6,26,1,-8,-2.3
Cc1ccc2oc(-c3cccc(NC(=O)c4ccc(Br)o4)c3)nc2c1,5,-11,4,1.2%,3,-4,1,.,0.6
O=C(CSc1n[nH]c(=O)n1C1CC1)N1N=C(c2ccc(Cl)cc2)CC1c1ccco1 (configuration not stated),-13,0,-2,3.7%,25,-1,1,2,-0.1
C#CCNC(=O)C1=C[C@@H](c2coc3ccccc3c2=O)C[C@@H](OCc2ccc(CO)cc2)O1,-4,4,1,0.4%,-3,-3,-4,.,-0.2

mol,D2 antag,D1 antag,TRHR enhancer,RXFP1 ag,D2 PAM,D1 PAM,D1 agonist,RXFP1 antagonist,D2 ag
CC(/C=C/c1ccccc1)=N\Nc1nc(C)cc(C)n1,3,-9,-3,4.1%,-8,-4,0,-10,0.0
COC(=O)c1cc(COC(=O)c2ccc3ccccc3n2)oc1C,1,-22,-1,-1.1%,6,2,8,-9,-3.2
Cc1ccc(CN(Cc2ccco2)c2cnc(S(C)(=O)=O)nc2C(=O)Nc2ccc(Br)cc2)o1,.,12,15,0.1%,13,3,-3,-4,-1.9
Cc1cccc(NC(=O)CCNS(=O)(=O)c2cccc3nonc23)c1,0,-50*!,4&-4,4.2%&1.6%,-5&-3,-3&-1,3&-1,11,0.0&0.0
Cc1cnc(NC(=O)Nc2ccc(Cl)cc2)s1,3,-20,-4,1.2%,1,-10,4,-2,1.2
Cc1onc(-c2c(F)cccc2Cl)c1C(=O)NCCN1CCNC1=O,-8,-1,-3,-0.8%,0,2,3,-6,-0.3
O=C(c1ccc2c(=O)n(-c3ccccc3)c(=S)[nH]c2c1)N1CCCCC1,2,6,3,-0.2%,5,4,6,-20,-0.4
O=C(NCc1ccccn1)c1cc(-c2ccncc2)nc2ccccc12,-4,1,-5,0.9%,-2,3,1,-1,-0.4
CCC(CC)C(=O)Nc1cccc(C(=O)Nc2ccc(S(=O)(=O)Nc3ccc(C)cc3)cc2)c1,0,-4,-2,-0.3%,6,-4,6,15,0.1
COC(=O)c1cc(C(=O)N2CCN(c3cccc(Cl)c3)CC2)cc([N+](=O)[O-])c1,30*,6,13,2.1%,-4,4,1,10,0.2
Cc1ccc(C(=O)Nc2c(-c3ccccc3)nc3ccccn23)cc1,.,16,-9,5.1%,10,1,0,.,0.6
COc1ccc(/C=C/c2nc(C#N)c(NCCN(C)C)o2)cc1OC,-4,-30*,-1,1.8%,.,-3,-3,0,.
CC1=C(C(=O)Nc2ccccc2)C(c2ccco2)C(C#N)=C(SCc2ccccc2)N1 (configuration not stated),-11,4,-4,0.0%,13,-4,2,.,0.3
Cc1cc(C)n(-c2ncc3c(n2)N(CCO)CCOC3=O)n1,3,1,6,-0.3%,-2,1,4,3,0.7
O=C(NCc1ccccc1)c1ccc(-c2ccccc2C(F)(F)F)o1,4,-8,3,4.1%,15,-6,13,.,-1.8

mol,D2 antag,D1 antag,TRHR enhancer,RXFP1 ag,D2 PAM,D1 PAM,D1 agonist,RXFP1 antagonist,D2 ag
Cc1cc(Cl)ccc1NC(=O)Cn1cncn1,9,24,-1,1.1%,3,-4,0,1,0.3
CN(C)CCCN1C(=O)c2oc3ccc(Cl)cc3c(=O)c2C1c1cccnc1 (configuration not stated),12,-16,8,9.1%,13,-2,3,-5,-2.4
Cc1c(Cl)cccc1NC(=S)NC1CC1,2,3,6,2.9%,-1,4,2,4,-0.3
Nc1cc(=O)[nH]c(SCCOc2ccccc2)n1,-17,-13,1,2.1%,8,-4,4,-16,-0.2
CCOc1ccc(N2CC(C(=O)Nc3nnc(Cc4ccc(OC)cc4)s3)CC2=O)cc1 (configuration not stated),.,-3,-5,2.6%,.,-8,8,1,.
O=C(COC(=O)c1ccc(S(=O)(=O)N2CCOCC2)cc1)Nc1ccccc1F,-43,4,3,-2.2%,18,-7,1,-13,-0.3
CCC(C)(C(=O)NC1CCCC1)N(C(=O)CNC(C)=O)c1ccccc1 (configuration not stated),-1,-17,0,-0.5%,4,-2,1,-11,0.8
CCCCn1c(N)c(N(CC)C(=O)c2cc(Br)ccc2Cl)c(=O)[nH]c1=O,13,-1,-4,-0.8%,5,2,-3,-1,0.6
COc1ccc(-c2nn(-c3ccccc3)cc2C(=O)N2CCOCC2)cc1,5,-6,-7,1.8%,-2,6,3,15,0.2
CCOC(=O)c1cn(-c2ccc(F)c(F)c2F)c2c(F)c(F)c(F)cc2c1=O,14,.,-5,0.2%,-2,-2,0,-24,0.6
CCOC(=O)c1ccc(N2C(=O)c3n[nH]c(-c4cccs4)c3C2c2ccc(OC)cc2OC)cc1 (configuration not stated),.,36,13,-2.6%,-2,5,5,.,0.1
Cc1sc2ncnc(OCC(=O)NCC3CCCO3)c2c1C (configuration not stated),-1,2,2,?,15,-3,3,8,0.4
CC(C)Oc1ccc(CNC(=O)CCCn2c(=O)c3cccn3c3ccccc32)cc1,.,-19,-3,0.3%,10,-3,7,-22,0.8
N#Cc1nc(-c2ccc(F)cc2)oc1N1CCC(C(N)=O)CC1,-15,8,0,4.6%,-4,-5,0,2,0.4
C/C(=N\NC(=O)CC1(C)OCCO1)c1cccs1,-11,-14,-6,0.9%,4,3,2,.,-0.5

mol,D2 antag,D1 antag,TRHR enhancer,RXFP1 ag,D2 PAM,D1 PAM,D1 agonist,RXFP1 antagonist,D2 ag
O=C(c1ccc2c(c1)N(Cc1cccc(Cl)c1)C(=O)c1ccccc1S2(=O)=O)N1CCC(Cc2ccccc2)CC1,.,-34*,-1,-2.4%,12,-3,5,6,0.0
CCOC(=O)N1CCN(C(=O)COc2ccc(Br)cc2Cl)CC1,-7,0,2,4.0%,-2,-3,14,-13,-0.5
CCN(CC)S(=O)(=O)c1ccc2[nH]c(=O)cc(C(=O)Nc3cccc(C(C)=O)c3)c2c1,-1,7,11,1.1%,-3,1,5,3,2.3
CCOc1ccc(NC(=O)c2ccco2)cc1S(=O)(=O)N1CCCC1,-10,7,-4,0.7%,-15,-4,3,-8,0.4
O=C(Cn1nc(-c2ccco2)ccc1=O)Nc1cc(Cl)ccc1Cl,-12,-10,-10,-0.4%,-5,1,6,-1,0.9
CC1=C(c2ccc(F)cc2)S(=O)(=O)N=C1N1CCC(C(=O)NCCc2ccccc2)CC1,.,-11,4,-0.7%,16,-6,1,-2,-0.9
CN(C[C@H](CC1CCCCC1)N(C[C@H](Cc1ccccc1)N(CCc1ccccc1)N=O)N=O)N=O,-11,-2,-6,0.9%,-2,4,0,.,0.5
COCC(=O)Nc1ccc(-c2cn3cccnc3n2)cc1,0,-14,11,8.2%,-10,-2,1,-19,0.7
COc1ccc(S(=O)(=O)N2CCCCC2)cc1NC(=O)c1ccc(CS(C)(=O)=O)cc1,-19,17,1,0.1%,2,13,1,-2,0.0
COc1ccc(S(=O)(=O)N2CCOCC2)cc1NC(=O)CCc1c[nH]c2ccccc12,8,4,-8,0.2%,16,-4,-1,-9,-0.6
O=C(CCNS(=O)(=O)c1ccc(OC(F)(F)F)cc1)NCCc1c[nH]c2ccccc12,40*,-24,25,2.5%,3,.,13,-23,-0.1
O=C1/C(=C/c2cccnc2)SC(=S)N1N1CCOCC1,-6,2,2,8.0%,13,-2,2,4,-0.5
O=C1c2[nH]nc(-c3ccccc3O)c2C(c2ccc(F)cc2)N1Cc1ccco1 (configuration not stated),-17,26,5,-0.3%,6,-1,-1,3,-2.8
Cc1cc(-c2ccccc2)n(-c2ccc(C(N)=O)cc2)n1,5,12,-3,-5.4%,14,2,3,26,0.5
Cc1c(Cl)cccc1-c1ccc(/C=C(\C#N)c2nc3ccccc3[nH]2)o1,.,6,12,2.6%,13,-3,58*,.,-0.9

# Arranged by SMILES length (largest number first): three of the compounds above.
mol,D2 antag,D1 antag,TRHR enhancer,RXFP1 ag,D2 PAM,D1 PAM,D1 agonist,RXFP1 antagonist,D2 ag
CCN(CC)S(=O)(=O)c1ccc2[nH]c(=O)cc(C(=O)Nc3cccc(C(C)=O)c3)c2c1,-1,7,11,1.1%,-3,1,5,3,2.3
COc1ccc(S(=O)(=O)N2CCCCC2)cc1NC(=O)c1ccc(CS(C)(=O)=O)cc1,-19,17,1,0.1%,2,13,1,-2,0.0
Cc1cc(-c2ccccc2)n(-c2ccc(C(N)=O)cc2)n1,5,12,-3,-5.4%,14,2,3,26,0.5

# Further structures follow:
mol,D2 antag,D1 antag,TRHR enhancer,RXFP1 ag,D2 PAM,D1 PAM,D1 agonist,RXFP1 antagonist,D2 ag
Cc1c(CC(=O)O)c(=O)oc2cc3occ(-c4ccc(F)cc4)c3cc12,-10,1,4,0.2%,6,6,2,-4,-0.5
CCOc1ccc(C2c3[nH]c4ccccc4c3CCN2C(=O)Cn2cncn2)cc1 (configuration not stated),-12,-6,-3,0.3%,3,-3,3,-31,-0.1
C#CCNC(=O)C1=C[C@H](c2ccc(C(F)(F)F)cc2)[C@@H](CCCO)[C@H](OCC)O1,5,9,-5,0.0%,-3,-2,6,.,-0.4
Cc1cc2ccccc2n1CCNC(=O)c1ccc(S(=O)(=O)N2CCCCC2)cc1,15,28,-1,-1.1%,4,3,61*,-6,-1.0
CCCc1c(C(=O)OCC)[nH]c2c1C(=O)CCC2,1,-19,8,-1.0%,9,.,6,-22,0.8

# Some of the compounds tested; count on the stated rates, not on these rows.
